Tn7 DDE FP = disrupts Tn7 cyclic peptide binding to fibrin D-Dimer-E complex. FP displacement of FITC-Tn7 peptide from fibrin DD(E); 0% = median of compound wells per plate. inhibition, % at 8.3 µM. 370,000 tested, 0.13% active. P02675;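 active means inhibition above the mean of compounds falling within the control limits plus 3 SD of them, cut at about 14% in these data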;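 further: 0% = plate median of compound wells and 100% = 10 µM Aha-Tn7 peptide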
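System: human fibrin DD(E); quantity: Fibrin-DD(E) at 2 µM final; also added: fluorescent Tn7 probe at 0.1 µM; compound dosing: single nominal test concentration of 8.3 µM per compound; schedule: 10 min preincubation, 3 h with tracer, room temperature; detection: fluorescence polarization of the labelled Tn7 tracer; repeats: one replicate per compound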
KLK7 zymogen act = activators of human kallikrein-7 zymogen. P49862. purified proKLK7, EDANS-DABCYL substrate fluorescence; 100% is mature enzyme control, 0% vehicle. activation, % at 7 µM. 370,000 tested, 0.9% active;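 active means activation above the mean of all tested compounds plus 3 SD, computed per campaign excluding outliers beyond control limits, cut at about 13% in these data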
HGIII-sPLA2 inh = Inhibits HGIII-sPLA2 liposome hydrolysis, primary screen; AID 743126; inhibition, % at 12.2 µM; QFRET BODIPY PC-A2 liposome hydrolysis, fluorescence; Q9NZ20; 370,000 tested, 0.56% active;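 active means inhibition above mean plus 3 SD of compounds lying within the high and low control bounds, cut at about 19% in these data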;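 further: 0% = median of test compound wells and 100% = no enzyme DMSO wells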
ARFGAP1 inh = rat ARFGAP1 inhibition; Q62848; Arfgap1-stimulated ARF1 GTP hydrolysis, GDP FP detection; inhibition, % at 16.5 µM; 360,000 tested, 0.26% active;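 active means inhibition above a per-plate limit, mean inhibition of low control wells plus 3 SD, cut at about 25% in these data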;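 further: 0% = DMSO wells with enzyme and 100% = wells lacking Arfgap1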
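Repeats: one replicate per compound; assay system: rat Arfgap1 catalytic domain, aa 1-136; times: enzyme reaction 120 min at 25 °C after 20 min preincubation; detection: FP of antibody-bound GDP Alexa 633 tracer, ex 620/em 688 nm; benchmarks: high control wells lacking Arfgap1, low control full reaction with DMSO; reagent: human ARF1(Δ1-17)-GTP substrate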
PLCg1 inh = inhibitors of human phospholipase C gamma1; 370,000 tested, 0.84% active; inhibition, % at 12.2 µM; purified PLC-gamma1, fluorogenic substrate, fluorescence; P19174; in the data active means inhibition above about 9.5%
Tn6 DDE FP = DD(E)-Tn6 binding inhibition, primary FP screen; P02675; Fibrin DD(E) TRITC-Tn6 fluorescence polarization displacement; inhibition, % at 8.3 µM; 370,000 tested, 0.21% active; AID 720509;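 active means inhibition above a per-campaign cutoff: mean of compounds within control limits plus 3 SD, cut at about 15% in these data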;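 further: 0% = median of all compound wells on the plate and 100% = blocking peptide control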
ASAP1 inh = blocks human ASAP1-stimulated Arf1 GTP hydrolysis. Q9ULH1. inhibition, % at 16.5 µM. AID 624377. 360,000 tested, 0.19% active. GDP FP detection; in the data active means inhibition above about 25%;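 further: 0% = vehicle with enzyme and substrate and 100% = no enzyme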
PLCb3 inh = PLC-beta3 (human) inhibition, primary screen; Purified PLC-beta3, fluorogenic substrate, fluorescence; inhibition, % at 12.2 µM; Q01970; 370,000 tested, 0.18% active; in the data active means inhibition above about 11%;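 further: 0% = median of compound wells on plate and 100% = full blocker control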
Target sequence (Q01970 whole entry, looked up): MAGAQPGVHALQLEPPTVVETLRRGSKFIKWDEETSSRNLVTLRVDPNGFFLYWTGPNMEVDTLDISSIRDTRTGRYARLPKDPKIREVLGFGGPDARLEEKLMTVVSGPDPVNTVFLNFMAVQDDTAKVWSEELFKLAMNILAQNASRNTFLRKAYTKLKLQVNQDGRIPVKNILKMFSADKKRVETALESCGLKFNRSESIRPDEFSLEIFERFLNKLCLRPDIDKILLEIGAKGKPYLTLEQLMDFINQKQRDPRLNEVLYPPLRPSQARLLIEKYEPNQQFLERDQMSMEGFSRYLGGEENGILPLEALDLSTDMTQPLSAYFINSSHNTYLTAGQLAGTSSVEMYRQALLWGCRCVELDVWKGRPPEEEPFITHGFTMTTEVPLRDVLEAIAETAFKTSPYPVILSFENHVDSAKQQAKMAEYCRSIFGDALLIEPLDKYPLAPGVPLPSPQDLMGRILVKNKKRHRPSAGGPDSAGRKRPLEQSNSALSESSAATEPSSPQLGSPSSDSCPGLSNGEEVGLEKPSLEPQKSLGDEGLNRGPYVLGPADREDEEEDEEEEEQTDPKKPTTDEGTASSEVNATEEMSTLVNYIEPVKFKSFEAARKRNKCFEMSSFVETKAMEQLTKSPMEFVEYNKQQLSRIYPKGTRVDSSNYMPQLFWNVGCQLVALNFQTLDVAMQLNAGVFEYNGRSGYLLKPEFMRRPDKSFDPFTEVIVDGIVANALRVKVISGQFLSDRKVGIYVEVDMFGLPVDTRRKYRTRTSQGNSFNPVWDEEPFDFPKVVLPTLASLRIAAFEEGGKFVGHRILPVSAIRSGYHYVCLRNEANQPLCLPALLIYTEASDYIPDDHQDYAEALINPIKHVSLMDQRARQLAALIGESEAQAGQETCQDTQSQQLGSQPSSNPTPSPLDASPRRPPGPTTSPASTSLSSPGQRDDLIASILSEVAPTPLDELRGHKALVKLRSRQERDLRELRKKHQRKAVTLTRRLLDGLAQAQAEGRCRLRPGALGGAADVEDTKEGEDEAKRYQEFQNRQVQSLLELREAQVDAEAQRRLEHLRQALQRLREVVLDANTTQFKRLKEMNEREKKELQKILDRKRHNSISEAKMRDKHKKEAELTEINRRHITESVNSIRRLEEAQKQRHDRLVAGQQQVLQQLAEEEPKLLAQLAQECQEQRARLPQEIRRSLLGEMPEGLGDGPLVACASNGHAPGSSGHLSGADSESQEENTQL
Rev-erbA mod = Rev-erb alpha (human) modulation; P20393; Rev-erbα–FITC-DNA binding, fluorescence polarization, 90 min; activity, % at 10 µM; 370,000 tested, 0.79% active;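 active means activity above about 14%, limit read from the data; passing the limit was not always enough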;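 further: 0% = DMSO wells with 35 nM protein and 100% = DMSO wells with 750 nM protein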
UHRF1 binding = human UHRF1 methylated DNA binding inhibitors; UHRF1 binding to methylated oligo, TR-FRET; 370,000 tested, 0.75% active; inhibition, % at 4.4 µM; in the data active means inhibition above about 21%;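 further: UHRF1 SRA domain binding a hemimethylated CpG hairpin DNA probe; 0% = median of test compound wells and 100% = reference inhibitor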
An asterisk follows results filed as active; nt = not tested or not shown.

smiles | Tn7 DDE FP | KLK7 zymogen act | HGIII-sPLA2 inh | ARFGAP1 inh | PLCg1 inh | Tn6 DDE FP | ASAP1 inh | PLCb3 inh | Rev-erbA mod | UHRF1 binding
CC[C@]12c3[nH]c4cc(CCC(=O)N(C)C)ccc4c3CCN1C(=O)[C@@H](CC(=O)NCCc1ccccn1)C[C@@H]2C(=O)N1CCN(C(=O)C2CC2)CC1 | -3 | 0.8 | 1 | 2 | -1 | -4 | 1 | -2 | -1 | 12
COc1ccc(/C=C/C(=O)OC(C)CN2CCCCC2)cc1 (stereo not given) | 3 | 0.1 | -1 | -8 | 4 | -2 | 12 | -3 | 4 | -2
CN(c1ncnc(N)c1[N+](=O)[O-])C1CCS(=O)(=O)C1 (stereo not given) | 2 | -0.6 | 0 | 2 | 2 | -4 | 5 | 5 | 1 | 2
COc1ccc(NC(=O)c2ccc(S(=O)(=O)N3CCCC3)cc2)cc1OC | -8 | -0.4 | -3 | 4 | 1 | 6 | 13 | -2 | -2 | 1
CN(CC(=O)Nc1ccc(Cl)c(C(F)(F)F)c1)C(=O)c1cccnc1Sc1ccccc1 | -7 | -0.5 | -8 | 13 | 3 | 5 | 4 | -5 | -1 | 3
O=c1c2ccccc2nnn1CCO | 5 | -0.2 | 5 | -9 | 0 | 11 | 3 | 0 | -2 | -1
CCCCn1c(N)c(N(CC(C)C)C(=O)CSC(C)C(=O)Nc2cc(C)on2)c(=O)[nH]c1=O (stereo not given) | -1 | -1.1 | 0 | -5 | 5 | -1 | 4 | 2 | -5 | 0
CCn1nccc1C(=O)Nc1nccs1 | 1 | -0.1 | -1 | 1 | 0 | -8 | -5 | 1 | -4 | -3
CCOC(=O)C1CCN(C(=O)CCNS(=O)(=O)c2ccc3c(c2)CCN3C(=O)CC)CC1 | 3 | 0.4 | 4 | 3 | 2 | -1 | -8 | -1 | -1 | -1
O=C(CC1C(=O)NCCN1Cc1cccc(Oc2ccccc2)c1)NCc1cccnc1 (stereo not given) | 1 | 0.8 | 3 | -1 | -5 | 3 | 7 | -2 | 2 | -1
COc1ccc(OC)c(NC(=O)CSc2nnc(CNC(=O)c3cccs3)o2)c1 | -6 | -0.4 | -2 | 18 | 3 | 3 | -2 | -2 | -2 | -1
CCCC(CCC(=O)Nc1ccc(S(N)(=O)=O)cc1)C(=O)O (stereo not given) | -12 | -0.1 | 12 | 0 | 9 | 0 | -3 | 5 | 0 | 7
CSc1nsc(SCC(=O)N2CCCc3ccccc32)n1 | 3 | -0.2 | -2 | 5 | 1 | 8 | 5 | 1 | -1 | -1
O=C1CCC(=O)N1CC(O)COc1ccccc1 (stereo not given) | -1 | 0.7 | 2 | 5 | -1 | 4 | -3 | 0 | -1 | 2
O=C(NCc1ccccc1)[C@@H]1C[C@H]1[C@@H](NP(=O)(c1ccccc1)c1ccccc1)c1ccccc1 | -5 | 0.3 | -7 | -1 | 5 | 1 | 2 | 7 | 4 | 2
Cc1ccccc1N1CC2=C(C1=O)C(c1ccccc1)NC(=O)N2C (stereo not given) | 6 | 0.9 | 0 | -4 | -13 | 1 | -4 | -22 | 2 | 3
CCC1(c2ccccc2)NC(=O)N(CC(=O)Nc2ccc3c(c2)CCC3)C1=O (stereo not given) | -1 | 0.9 | 0 | 11 | 0 | -4 | -2 | 0 | 10 | 1
CCCCC12CN3CC(C)(CN(C1)C31C(=O)N(C)c3ccc(C)cc31)C2=O (stereo not given) | -5 | 0.1 | 6 | -1 | 5 | 4 | 10 | 4 | 1 | -8
CN(C)CCCN(C(=O)c1ccc(S(=O)(=O)N(C)C2CCCCC2)cc1)c1nc2ccc(F)cc2s1 | 5 | 0.2 | -4 | 13 | -1 | 5 | 2 | -10 | 1 | 5
CCn1c(SCC(N)=O)nc2c(c1=O)C1(CCCC1)Cc1ccccc1-2 | -3 | 0.2 | 3 | 6 | -3 | 1 | 11 | -12 | 6 | 12
CCOC(=O)C1=C(O)/C(=C\c2ccc(O)c(OCC)c2)N=C1C | 3 | -0.1 | -8 | -2 | -6 | 1 | -6 | -15 | 0 | 13
CCC1(CC)NC(=O)N(CC(=O)Nc2ccc(S(=O)(=O)N3CCOCC3)cc2)C1=O | 3 | 0.3 | 5 | 9 | -6 | -7 | 8 | -6 | -2 | 3
Cc1ccc(S(=O)(=O)c2c(C)cc(C)nc2Oc2cccc(C)c2C)cc1 | 0 | -0.4 | 9 | 3 | 2 | -1 | -1 | 5 | 2 | 4
O=C1CCCCC1Sc1nnc(Cc2cccs2)n1CCc1ccccc1 (stereo not given) | 8 | 0.1 | -12 | -1 | 4 | 0 | 5 | 0 | -2 | -2
O=C(CN1CCC(C(=O)c2ccc(F)cc2)CC1)NCc1ccccc1F | -7 | 0.4 | -7 | -1 | -1 | -7 | 4 | -2 | 7 | -3
C(=C\c1ccccc1)/CN1CCN(C(c2ccnc3ccccc23)c2nnnn2C2CCCC2)CC1 (stereo not given) | 2 | 0.7 | -14 | -12 | -7 | -6 | 6 | -11 | -4 | -1
CCC(C)NC(=O)CSc1nc2n[nH]c(C)c2c(=N)n1-c1ccc(OC)cc1 (stereo not given) | 7 | 9.8 | -4 | -11 | 0 | 4 | -1 | 1 | 0 | -3
CC(COc1cccc(OC(F)(F)F)c1)CN1CCC(C(O)(c2ccccc2)c2ccccc2)CC1 (stereo not given) | 4 | 0.7 | -20 | nt | -1 | 1 | nt | 0 | -2 | -1
OC1(c2ccc(F)cc2)CSC(=Nc2cccnc2)N1Cc1ccco1 (stereo not given) | -1 | 0.2 | -1 | 7 | 1 | 1 | 3 | -1 | 1 | 1
CN(C)C(=O)c1ccc(NC(=O)CN2C(=O)NC3(CCCc4ccccc43)C2=O)cc1 (stereo not given) | 10 | 0.1 | -1 | -7 | -1 | 3 | -6 | 1 | -6 | -1
O=C(NCc1ccco1)C1CCCN(S(=O)(=O)c2cccc3nonc23)C1 (stereo not given) | -5 | -0.5 | -3 | 10 | -4 | -6 | 12 | -11 | -1 | 3
O=[N+]([O-])c1ccc(Nc2ccc(F)cc2)cc1 | 0 | 0.0 | 7 | 0 | -3 | -3 | -2 | -6 | 0 | 1
CCCNS(=O)(=O)/C=C/c1ccccc1 | -4 | 1.1 | -3 | 1 | 2 | -5 | -11 | -2 | -6 | -1
CCOc1ccc(CCNC(=O)C2CCCN(c3ncnc4c3nc3n4CCCCC3)C2)cc1 (stereo not given) | 3 | -0.2 | 6 | -6 | 2 | -5 | -7 | -8 | 0 | 2
CCCS(=O)(=O)N1CCN(C(=O)c2cc(OC)cc(OC)c2)CC1 | 2 | 0.3 | 11 | 4 | 1 | 0 | -2 | -1 | -5 | 7
CN(C)CCCn1c(=O)n(Cc2ccccc2)c(=O)c2c3c(sc21)CCCCC3 | -3 | 0.1 | 4 | -4 | 3 | 3 | 6 | -7 | -2 | 4
Cc1ccc(NCC(O)Cn2cnc3c2c(=O)n(C)c(=O)n3C)cc1 (stereo not given) | -7 | 0.2 | 4 | 1 | 3 | -1 | 4 | -2 | -10 | 1
COc1ccc(Nc2cc(C)nc(-n3nc(C)cc3C)n2)cc1 | -3 | -0.6 | -2 | -5 | -1 | -5 | 12 | -1 | 1 | -2
COc1cccc(C(=O)N/N=C(\C)c2ccc(NC(=O)Cc3ccccc3)cc2)c1OC | 1 | -0.4 | 0 | 10 | -1 | 5 | -4 | -7 | 15 | 2
COc1ccc(Cl)cc1Cn1c(C)c(C(=O)NCc2cccc([N+](=O)[O-])c2)sc1=O | 5 | -0.4 | -13 | 15 | 1 | -3 | 4 | 1 | -1 | 3

Shown with two lines to a compound: entries from further up.
The line under a structure holds: Tn7 DDE FP	KLK7 zymogen act	HGIII-sPLA2 inh	ARFGAP1 inh	PLCg1 inh	Tn6 DDE FP	ASAP1 inh	PLCb3 inh	Rev-erbA mod	UHRF1 binding
COc1ccc(Cl)cc1Cn1c(C)c(C(=O)NCc2cccc([N+](=O)[O-])c2)sc1=O
  5	-0.4	-13	15	1	-3	4	1	-1	3
O=C1CCC(=O)N1CC(O)COc1ccccc1 (stereo not given)
  -1	0.7	2	5	-1	4	-3	0	-1	2
Cc1ccccc1N1CC2=C(C1=O)C(c1ccccc1)NC(=O)N2C (stereo not given)
  6	0.9	0	-4	-13	1	-4	-22	2	3

Continued.
smiles | Tn7 DDE FP | KLK7 zymogen act | HGIII-sPLA2 inh | ARFGAP1 inh | PLCg1 inh | Tn6 DDE FP | ASAP1 inh | PLCb3 inh | Rev-erbA mod | UHRF1 binding
COc1cc(Cl)cc(C(=O)O)c1OCC(=O)O | 0 | 0.1 | 3 | -1 | 2 | -6 | 0 | 3 | -3 | 3
COc1ccc(-c2cc(C(=O)OC(C)C(=O)Nc3c(C)n(C)n(-c4ccccc4)c3=O)c3ccccc3n2)cc1 (stereo not given) | 4 | 4.8 | -8 | -9 | -207 | -7 | 3 | -264 | -8 | -4
C[C@H](NC(=O)c1ccco1)C(=O)NNC(=O)c1ccc(F)cc1 | 2 | 0.6 | 9 | -11 | -4 | 1 | 0 | 1 | 1 | 4
COC(=O)C1=C(C)N(Cc2ccccc2C(F)(F)F)C(=NCc2ccccc2)NC1CCc1ccccc1 (stereo not given) | -4 | 0.2 | 6 | 7 | 3 | -7 | 13 | -5 | 0 | 2
CCc1cccc(NC(=O)C2CCN(S(=O)(=O)c3cccs3)CC2)c1 | -7 | 0.5 | -15 | -4 | 4 | 5 | 7 | 5 | 6 | -4
Cn1c(=O)c2[nH]c(Nc3ccccc3)nc2n(C)c1=O | -4 | 0.8 | 4 | 16 | 8 | 3 | 0 | 3 | 21 | 2
Clc1ccc(SCc2cc(N3CCOCC3)nc(-c3ccccn3)n2)cc1 | 6 | -0.4 | 1 | -12 | -16 | -3 | -10 | -13 | 2 | -7
C=CCN(Cc1nc(-c2ccccc2)no1)C(=O)c1ccco1 | 1 | -0.1 | -3 | -14 | 3 | -5 | -4 | -5 | -1 | 1
CC(C)CC1CCCCC1OC(=O)CN1CCCCC1 (stereo not given) | 1 | -1.0 | 1 | -2 | 2 | -5 | 15 | 0 | -2 | 1
Cc1ccc(CN2CCN(/N=C\C(Br)=C\c3ccccc3)CC2)cc1 | 5 | 0.2 | -22 | -8 | 2 | -1 | 5 | -4 | 0 | -1
C/C(N)=C(/C#N)C(=O)CSc1nc2ccccc2c(=O)n1-c1ccc(C)c(Cl)c1 | -2 | 0.0 | 3 | -5 | 0 | -2 | -8 | -1 | 78* | -4
Cc1ccc(Nc2nnc(SCC(=O)NCCN3C(=O)CSC3=O)s2)cc1 | 6 | -0.3 | -13 | 1 | 1 | 4 | -10 | 2 | -3 | -1
COc1cc(C(=O)N2CCCCC2c2cc(C(=O)NC(C)C)no2)cc(OC)c1C (stereo not given) | -3 | -0.2 | 3 | 1 | 13* | 5 | -8 | 4 | -6 | 2
